SRC2 inh – human SRC2 (NCOA2) inhibition; HEK293 GAL4-SRC2 luciferase reporter, luminescence; inhibition, % at 9 µM; AID 651957; hit rate 0.17% among 370,000;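 active = inhibition above the mean inhibition of all tested compounds plus 3 SD, set per campaign, cut at about 52% in these data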;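 also: 0% = DMSO treated cells and 100% = cells given Gossypol at 36 µM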
Cardio protect – myocardial damage modulation in H9c2 cells; H9c2 cardiomyocytes, H2O2 injury protection, ATPLite, 2 h; protection from H2O2 cell death, % at 20 µM; hit rate 0.63% among 360,000; AID 588492;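 active = compounds giving at least 50% protection of heart cells from peroxide-induced death in the single-dose screen, raw or plate-pattern-corrected value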;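 also: 0% = DMSO wells with peroxide and 100% = DMSO wells without peroxide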
MC4R ag barr – human MC4R agonism via beta-arrestin; hit rate 0.98% among 360,000; U2OS MC4R beta-arrestin complementation, luminescence; percent of melanotan II response, DMSO zero; P32245; activation, % at 8.9 µM;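 active = activation above a per-plate cutoff, the mean activation of sample wells on that plate plus 3 SD, cut at about 8% in these data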
NOD2 RIPK2 PPI – NOD2-RIPK2 protein interaction inhibition; hit rate 0.38% among 360,000; AID 624267; O43353; inhibition, % at 4.98 µM; CHO BLA complementation NOD2-RIPK2, CCF4 ratio; in the data active = inhibition above about 21%;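 also: 0% = vehicle only and 100% = reference blocker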
ABHD5 PLIN5 PPI – inhibitors of human ABHD5-perilipin-5 interaction; inhibition, % at 4 µM; Split G. princeps luciferase complementation, luminescence, 4 h; Q00G26+Q8WTS1; AID 602281; hit rate 0.78% among 360,000;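 active = inhibition above the mean inhibition across every tested compound plus 3 SD, cut at about 22% in these data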;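 also: 0% = DMSO only wells and the 100% control is not disclosed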
Glyco luc inh – N-linked glycosylation inhibition; AID 588692; hit rate 0.23% among 360,000; reporter increase, % at 12.5 µM; D54 ERlucT glycosylation luciferase reporter, 24 h; percent of 100 nM tunicamycin response;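 active = mean luciferase reporter signal, scaled so untreated is 0 and the glycosylation-blocking control 100, at or above a set limit in every replicate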;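 also: luciferase carries N-glycosylation sites so blocking glycosylation raises the light; 0% = median of neutral control wells and 100% = median of 100 nM tunicamycin wells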
ABCB6 inh MLPCN – human ABCB6 transporter inhibition; Q9NP58; K562-ABCB6 porphyrin accumulation, flow cytometry, 1 h; hits give low values; fluorescence ratio to DMSO, % at 10 µM; hit rate 0.19% among 360,000;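 active = fluorescence ratio to DMSO below 75%, the collection mean minus 3 SD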;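 also: signal is porphyrin accumulated inside mitochondria; 100% equals median channel fluorescence of DMSO control wells; lower ratio means ABCB6 inhibition with less porphyrin fluorescence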
m5-HT2A agonist – agonists of mouse serotonin 5-HT2A receptor (HTR2A). CHO-K1 mHTR2A beta-arrestin complementation, luminescence; percent of 30 µM serotonin response. AID 624169. hit rate 0.66% among 360,000. P35363. activation, % at 7.6 µM;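 active = activation above a run cutoff, the mean activation of all tested compounds plus 3 SD, cut at about 14% in these data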;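 also: 0% = plate median of compound wells and 100% = 30 µM serotonin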
MC4R antagonist – blocks human MC4R cAMP signaling. AID 540295. hit rate 0.48% among 360,000. inhibition, % at 6.5 µM. MC4R-expressing cells, MTII-stimulated cAMP, LANCE TR-FRET;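 active = inhibition above its plate's cutoff, the mean of tested wells on that plate plus 3 SD, cut at about 29% in these data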;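 also: 0% = Melanotan II alone and 100% = Melanotan II plus saturating MCL0020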
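system = U2OS cells with stable human MC4R expression | also added = Melanotan II challenge after compound preincubation | dosing = one concentration, 6.5 µM nominal | incubation = compound 30 min, challenge 1 h, detection 1 h | measured by = TR-FRET with Eu-cAMP and labeled anti-cAMP, 671 nm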
TLR9-MyD88 block – blocks human TLR9 binding to MyD88 | hit rate 0.21% among 340,000 | Q9NR96+Q99836 | inhibition, % at 4.98 µM | CHO BLA complementation TLR9-MyD88, CCF4 FRET ratio;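 active = inhibition above the mean over all tested compounds plus 3 SD, cut at about 21% in these data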;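 also: 0% = DMSO only wells and 100% = clavulanate BLA inhibitor control wells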
Active calls of the source: *.

For COC(=O)[C@H](CC(C)C)NC(=O)CC[C@H]1O[C@@H](n2cc(C)c(=O)[nH]c2=O)C[C@@H]1O the results were SRC2 inh 7.3, Cardio protect 0.0, NOD2 RIPK2 PPI -5.6, ABHD5 PLIN5 PPI 2.7, Glyco luc inh 0.4, ABCB6 inh MLPCN 96.0 and m5-HT2A agonist -3.9.
`CC(=O)/C(=C/Nc1ccc(Oc2ccccc2)cc1)c1ccccc1` gave SRC2 inh -9.9, Cardio protect -13.4, MC4R ag barr -2.2, NOD2 RIPK2 PPI 3.0, ABHD5 PLIN5 PPI -14.8, Glyco luc inh 0.2, ABCB6 inh MLPCN 95.0, m5-HT2A agonist 2.6, MC4R antagonist 5.4 and TLR9-MyD88 block 2.8.
COc1ccc(CCNC(=O)c2csc3c2CCCC3)cc1OC was read as SRC2 inh -4.2, Cardio protect -4.2, MC4R ag barr -2.2, NOD2 RIPK2 PPI 4.1, ABHD5 PLIN5 PPI -2.0, Glyco luc inh 0.0, ABCB6 inh MLPCN 89.0, m5-HT2A agonist 13.5, MC4R antagonist 12.3 and TLR9-MyD88 block -0.6.
COc1ccc(C(=O)c2sc(Nc3ccccc3)nc2N)cc1 was read as SRC2 inh 16.2, Cardio protect -9.7, MC4R ag barr 1.0, NOD2 RIPK2 PPI 6.8, ABHD5 PLIN5 PPI -6.2, Glyco luc inh 24.9, ABCB6 inh MLPCN 99.0, m5-HT2A agonist -4.3, MC4R antagonist 12.5 and TLR9-MyD88 block 18.3.
`COc1ccc(CNC(=S)N2CCN(S(=O)(=O)c3cccc(F)c3)CC2)cc1` gave SRC2 inh 11.5, Cardio protect -22.4, MC4R ag barr 1.1, NOD2 RIPK2 PPI 8.4, ABHD5 PLIN5 PPI 2.5, Glyco luc inh -5.0, ABCB6 inh MLPCN 94.0, m5-HT2A agonist -2.6, MC4R antagonist -7.9 and TLR9-MyD88 block 2.4.
Screening O=C(O)c1sccc1NC(=O)c1c(Cl)cccc1Cl returned SRC2 inh -41.5, Cardio protect -2.8, MC4R ag barr -0.9, NOD2 RIPK2 PPI 3.5, ABHD5 PLIN5 PPI -12.3, Glyco luc inh 0.7, ABCB6 inh MLPCN 99.0, m5-HT2A agonist -0.1, MC4R antagonist 3.5 and TLR9-MyD88 block -2.1.
`O=C1CCN(C(=O)/C=C/c2ccccc2)c2ccccc21` gave SRC2 inh -4.4, Cardio protect 1.1, MC4R ag barr -1.3, NOD2 RIPK2 PPI -2.3, ABHD5 PLIN5 PPI 2.2, Glyco luc inh 0.0, ABCB6 inh MLPCN 98.0, m5-HT2A agonist -2.2, MC4R antagonist 6.8 and TLR9-MyD88 block -3.0.
Screening COCCn1c(-c2ccc(C)cc2)nc2c(c(=O)c3ccccc3n2C)c1=O returned SRC2 inh -6.9, Cardio protect 0.0, MC4R ag barr -2.5, NOD2 RIPK2 PPI -4.4, ABHD5 PLIN5 PPI 2.6, Glyco luc inh -0.4, ABCB6 inh MLPCN 98.0, m5-HT2A agonist -0.8, MC4R antagonist 14.7 and TLR9-MyD88 block -2.6.
For Cc1ccccc1C(=O)Nc1nnc(-c2ccc(C(C)(C)C)cc2)s1 the results were SRC2 inh -3.4, Cardio protect -8.6, MC4R ag barr 6.7, NOD2 RIPK2 PPI -4.3, ABHD5 PLIN5 PPI -2.4, Glyco luc inh -1.7, ABCB6 inh MLPCN 97.0, m5-HT2A agonist 2.5, MC4R antagonist -1.5 and TLR9-MyD88 block 2.5.
Screening Cc1ccn2c(=O)nc(SCC(=O)NCc3ccccc3Cl)nc2c1 returned SRC2 inh 1.5, Cardio protect 3.8, MC4R ag barr -3.7, NOD2 RIPK2 PPI 10.0, ABHD5 PLIN5 PPI 1.4, Glyco luc inh 0.2, ABCB6 inh MLPCN 95.0, m5-HT2A agonist 6.5, MC4R antagonist 5.7 and TLR9-MyD88 block -3.5.
For CC(C)(C)NC(=O)c1sccc1C(=O)O the results were SRC2 inh 3.1, Cardio protect -3.2, MC4R ag barr 0.7, NOD2 RIPK2 PPI -6.7, ABHD5 PLIN5 PPI -1.9, Glyco luc inh 2.5, ABCB6 inh MLPCN 99.0, m5-HT2A agonist 7.3, MC4R antagonist -0.5 and TLR9-MyD88 block 0.7.
For COc1ccc(-c2cc(C(=O)NCCCN3CCOCC3)no2)cc1 the results were SRC2 inh 29.6, Cardio protect 0.8, MC4R ag barr 0.2, NOD2 RIPK2 PPI 0.4, ABHD5 PLIN5 PPI -1.8, Glyco luc inh -1.4, ABCB6 inh MLPCN 171.0, m5-HT2A agonist -3.3, MC4R antagonist -0.8 and TLR9-MyD88 block -2.5.
Screening CCCCn1c(N)c(N(CC(C)C)C(=O)CC(NC(=O)c2ccccc2Cl)c2ccccc2)c(=O)[nH]c1=O (configuration not stated) returned SRC2 inh 5.6, Cardio protect 2.0, MC4R ag barr 1.1, NOD2 RIPK2 PPI -24.2, ABHD5 PLIN5 PPI -2.5, Glyco luc inh 2.2, ABCB6 inh MLPCN 101.0, m5-HT2A agonist 1.0, MC4R antagonist -1.3 and TLR9-MyD88 block -9.1.
For O=C(CSc1nnc(CNc2ccc(F)cc2)o1)N1CCCc2ccccc21 the results were SRC2 inh -19.4, Cardio protect 12.9, MC4R ag barr -0.4, NOD2 RIPK2 PPI 0.1, ABHD5 PLIN5 PPI 3.7, Glyco luc inh -0.4, ABCB6 inh MLPCN 96.0, m5-HT2A agonist -0.5, MC4R antagonist 11.0 and TLR9-MyD88 block -11.6.
`COc1ccccc1NC(=O)Cn1nnc(C(=O)NCc2ccc3c(c2)OCO3)c1N` gave SRC2 inh 11.7, Cardio protect 1.5, MC4R ag barr -1.9, NOD2 RIPK2 PPI -7.1, ABHD5 PLIN5 PPI -10.0, Glyco luc inh 0.9, ABCB6 inh MLPCN 106.0, m5-HT2A agonist 3.9, MC4R antagonist -3.4 and TLR9-MyD88 block 7.1.
Screening CNS(=O)(=O)c1cccc(C(=O)OCC(=O)N(Cc2ccccc2)C(C)(C)C)c1 returned SRC2 inh 19.6, Cardio protect -5.6, MC4R ag barr -0.9, NOD2 RIPK2 PPI 3.8, ABHD5 PLIN5 PPI -1.5, Glyco luc inh -3.2, ABCB6 inh MLPCN 99.0, m5-HT2A agonist -0.7, MC4R antagonist 0.3 and TLR9-MyD88 block -9.7.
`COC(=O)c1ccccc1NC1OC(=O)c2ccccc21` (configuration not stated) gave SRC2 inh 5.2, Cardio protect 8.7, MC4R ag barr -0.6, NOD2 RIPK2 PPI -7.8, ABHD5 PLIN5 PPI 1.2, Glyco luc inh 1.7, ABCB6 inh MLPCN 91.0, m5-HT2A agonist 4.9, MC4R antagonist -2.8 and TLR9-MyD88 block 5.9.
For CC1CCN(S(=O)(=O)c2ccc3ncn(CC(=O)N(C)C4CCCCC4)c(=O)c3c2)CC1 the results were SRC2 inh 4.5, Cardio protect 3.1, MC4R ag barr -2.0, NOD2 RIPK2 PPI 0.6, ABHD5 PLIN5 PPI -3.6, Glyco luc inh -0.2, ABCB6 inh MLPCN 94.0, m5-HT2A agonist 0.8, MC4R antagonist -6.7 and TLR9-MyD88 block 6.8.
`Cc1ccccc1NS(=O)(=O)c1ccc(C(=O)NCC(c2ccco2)N2CCCCC2)cc1` (configuration not stated) gave SRC2 inh 12.2, Cardio protect -9.9, MC4R ag barr -2.1, NOD2 RIPK2 PPI 2.8, ABHD5 PLIN5 PPI -7.9, Glyco luc inh -6.2, ABCB6 inh MLPCN 98.0, m5-HT2A agonist -4.2, MC4R antagonist -1.0 and TLR9-MyD88 block -2.4.
Screening CCOc1ccc(/C=N/NC(=O)c2ccc(Cn3cc([N+](=O)[O-])cn3)o2)cc1 returned SRC2 inh -55.6, Cardio protect -13.5, MC4R ag barr 0.4, NOD2 RIPK2 PPI -6.4, ABHD5 PLIN5 PPI 3.2, Glyco luc inh 1.9, ABCB6 inh MLPCN 89.0, m5-HT2A agonist -4.8, MC4R antagonist 0.6 and TLR9-MyD88 block -1.0.
For CC(=O)NS(=O)(=O)c1ccc(N=c2ssc3c2-c2ccc(C)cc2NC3(C)C)cc1 the results were SRC2 inh -3.9, Cardio protect -7.7, MC4R ag barr -0.3, NOD2 RIPK2 PPI -3.3, ABHD5 PLIN5 PPI 1.3, Glyco luc inh -1.0, ABCB6 inh MLPCN 104.0, m5-HT2A agonist -1.6, MC4R antagonist 19.3 and TLR9-MyD88 block -5.9.
Cc1ccc(NC(=O)c2cc(NC(=O)c3ccco3)ccc2N2CCOCC2)cc1 was read as SRC2 inh -12.7, Cardio protect 23.1, MC4R ag barr -0.7, NOD2 RIPK2 PPI 0.9, ABHD5 PLIN5 PPI 2.3, Glyco luc inh 8.1, ABCB6 inh MLPCN 98.0, m5-HT2A agonist -3.5, MC4R antagonist -1.5 and TLR9-MyD88 block 9.0.
Screening CCOC(=O)c1c(-c2ccccc2)nc2ccccn12 returned SRC2 inh -1.3, Cardio protect -0.3, MC4R ag barr -0.9, NOD2 RIPK2 PPI -4.5, ABHD5 PLIN5 PPI 6.5, Glyco luc inh 5.2, ABCB6 inh MLPCN 98.0, m5-HT2A agonist 0.5, MC4R antagonist 11.3 and TLR9-MyD88 block -2.1.
`N#CC1=C(N)Oc2cc(O)c(Cl)cc2C1c1cccnc1` (configuration not stated) gave SRC2 inh -2.1, Cardio protect -3.3, MC4R ag barr -0.6, NOD2 RIPK2 PPI 30.8*, ABHD5 PLIN5 PPI 3.2, Glyco luc inh 2.0, ABCB6 inh MLPCN 99.0, m5-HT2A agonist -1.2, MC4R antagonist -3.0 and TLR9-MyD88 block 9.1.
CSc1cc(-c2ccc(Cl)cc2)[nH]c(=O)c1C#N was read as SRC2 inh -8.8, Cardio protect 1.9, MC4R ag barr -0.4, NOD2 RIPK2 PPI 1.8, ABHD5 PLIN5 PPI 2.2, Glyco luc inh -2.1, ABCB6 inh MLPCN 104.0, m5-HT2A agonist -2.1, MC4R antagonist 13.6 and TLR9-MyD88 block 1.2.
Screening c1ccc(OCc2cc(-c3ccccc3)no2)cc1 returned SRC2 inh -48.2, Cardio protect -11.1, MC4R ag barr 1.1, NOD2 RIPK2 PPI -6.8, ABHD5 PLIN5 PPI -3.1, Glyco luc inh -3.0, ABCB6 inh MLPCN 100.0, m5-HT2A agonist -6.4, MC4R antagonist 0.9 and TLR9-MyD88 block -2.9.
For CC1CN(CCOCCOc2ccccc2-c2ccccc2)CC(C)O1 (configuration not stated) the results were SRC2 inh -3.3, Cardio protect -4.3, MC4R ag barr -0.6, NOD2 RIPK2 PPI -11.6, ABHD5 PLIN5 PPI -1.4, Glyco luc inh -2.3, ABCB6 inh MLPCN 96.0, m5-HT2A agonist -8.7, MC4R antagonist 17.8 and TLR9-MyD88 block -9.9.

A portion of the library; rates above refer to the full screens.
